# High-throughput results: PubChem BioAssay, The Scripps Research Institute Molecular Screening Center
# TTR transcr act: increases transthyretin transcription; activation, % at 16.7 µM; 1.3% of 92,000 active; SH-SY5Y TTR promoter Gaussia luciferase, luminescence; 100% = recombinant luciferase protein wells;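 active means activation above the mean of all tested compounds plus 3 SD, cut at about 9.5% in these data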;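 further: cells exposed to compounds for one day before reading; 0% = median of all test compound wells on the plate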
# The depositor's hits bear a star. The list is partial; the hit share may differ from the screen's.
TTR transcr act	SMILES
1.7	CC(C)(C)[C@H]1C=C(C(=O)O)O[C@@H](OCCCCO)C1
-1.9	Cc1cccc(CSc2nnc([C@@H]3CCCN3)o2)c1
5.1	Cc1ccccc1NC(=O)c1c([N+](=O)[O-])cnn1C
0.0	CS(=O)c1ccccc1-c1nc(-c2cc(C(F)(F)F)cc(C(F)(F)F)c2)no1 (configuration not stated)
2.6	COc1ccc2nc3ccccc3[n+]([O-])c2c1
3.3	C[C@H](CO)NC(=O)c1nc[nH]c1C(=O)N[C@@H](C)c1ccccc1
2.6	Cn1c(C(=O)O)c(CC(=O)NCc2cccnc2)c2ccccc21
-1.8	O=c1cnn(-c2ccccc2)c(-c2ccccc2)c1
-1.0	CN(C)C(C(=O)NC1CCCCC1)c1ccc(Cl)cc1 (configuration not stated)
0.1	N#Cc1c(-c2ccccc2Cl)cc(-c2ccccc2)nc1Br
14*	C[C@H]1CN([C@@H](C)CO)C(=O)CCCn2nncc2CO[C@H]1CN(C)C(=O)c1cc(-c2ccccc2)on1
-0.3	O=S(=O)(NCCCc1ccccc1)c1cccc2nsnc12
0.3	Cc1cccc(NCC(=O)N/N=C\c2ccc[nH]2)c1
-1.8	COc1ccc(CN2CCN(C(=O)CCC(=O)Nc3nnc(CC(C)C)s3)CC2)cc1F
-1.6	CC(C)(O)CN(C(=O)c1ccc([N+](=O)[O-])cc1)C1CCCC1
0.2	C[C@H]1[C@H](NC(=O)c2cccc(N(C)C)c2)CC[C@@]23CCCN2C(=O)CCC[C@@H]13
1.0	C[C@@H]1CN([C@@H](C)CO)C(=O)CCCn2cc(nn2)CO[C@H]1CN(C)C(=O)C1CC1
-1.7	COc1ccc(Cn2nnnc2C(c2ccc(N(C)C)cc2)N2CCC(C)CC2)cc1 (configuration not stated)
2.0	COc1ccccc1N1CCN(C(=O)CSc2ncccc2-c2nc3ccccc3[nH]2)CC1
3.1	O=C(COc1ccc([N+](=O)[O-])cc1)N1CCN(c2nnc(-c3ccccc3)c3ccccc23)CC1
-0.5	O=C(COC(=O)c1ccc(OC(F)F)cc1)NCCCN1CCCC1=O
-1.1	C[C@@H]1CN[C@@H](CCO)/C1=C\c1ccccc1
1.1	O=C(CSc1ccc(-c2ccncc2)nn1)c1ccccc1
0.7	COCCN(CCOC)Cc1cc(=O)oc2cc(C)c(C)cc12
-2.9	N#Cc1ccccc1OCC(=O)Nc1c(C(=O)C2CC2)oc2ccccc12
-1.1	CCC(C)C(NC(=O)OC(C)(C)C)C(=O)NC(C(=O)NC(C)C(N)=O)C(C)C (configuration not stated)
-1.3	COc1cc(N)c2ncccc2c1SC
0.2	COc1ccc(NC(=O)COC(=O)/C=C/c2ccccc2[N+](=O)[O-])cc1
-5.2	O=[N+]([O-])c1ccc(N/N=C/c2c[nH]c3ccccc23)cc1
-1.7	Cc1sc(N2C(=O)C3C(C2=O)[C@H]2C=C[C@@H]3C2)c(C#N)c1C (some centres not stated)
-4.1	CCOC(=O)c1csc(NC(=O)c2ccc(OCC)cc2)n1
-0.1	COCCN(C(=O)COc1ccccc1)c1nnc(-c2cccnc2)s1
-1.0	OCC1(CCOc2ccccc2)CCN(CCCn2cccn2)CC1
-1.5	O=C(c1ccc(OC2CCN(Cc3ccccn3)CC2)cc1)N1CCCC(O)C1 (configuration not stated)
-1.5	CC1CC(C)CN(S(=O)(=O)c2ccc3c(c2)oc(=O)n3CC(=O)NCc2cccnc2)C1 (configuration not stated)
0.3	Clc1ccc(-n2nnc(-c3cccnc3)n2)cc1Cl
2.4	COC(=O)C1=C(C)N(c2ccc(C)c(C)c2)/C(=C/c2ccc(O)cc2)C1=O
-3.6	Cc1nc(C)c(-c2csc(Nc3ccc(F)cc3)n2)s1
3.6	CCCCCNC(=O)C(C1CC1)n1c(=O)c(-c2ccco2)nc2ccccc21 (configuration not stated)
1.8	COc1ccc(/C=C(/NC(=O)c2ccccc2)C(=O)Nc2cccc(C(=O)O)c2)cc1
1.7	Cc1cccc(C)c1Nc1n[nH]c(=S)s1
-1.8	Cc1ccc(C(=O)NNc2c3ccccc3nc3ccccc23)cc1
-0.4	CCOc1cc(/C=N/NC(=O)c2cccnc2)cc(Br)c1OCC(N)=O
0.6	O=C(O)CSc1nnc(COc2cccc3ccccc23)n1Cc1ccccc1
-1.1	Cc1ccc(NC(=O)COC(=O)CNC(=O)c2ccc(Br)cc2)c(C)c1
-0.2	CC(C)c1c(O)nc(SCc2ccc(F)cc2)[nH]c1=O
0.5	CCCCn1c(N)c(N(CC(C)C)C(=O)c2ccc(OC)c(S(=O)(=O)N3CCOCC3)c2)c(=O)[nH]c1=O
1.4	O=C(CN1CCN(C(=O)c2ccco2)CC1)NCc1ccc(Cl)cc1

# Of the compounds above, two contain a tert-butyl group:
TTR transcr act	SMILES
1.7	CC(C)(C)[C@H]1C=C(C(=O)O)O[C@@H](OCCCCO)C1
-1.1	CCC(C)C(NC(=O)OC(C)(C)C)C(=O)NC(C(=O)NC(C)C(N)=O)C(C)C (configuration not stated)

# (listing goes on)
TTR transcr act	SMILES
0.3	COc1ccc(N(CC(=O)Nc2ccccc2OC)S(=O)(=O)c2ccc(NC(C)=O)cc2)cc1
-2.5	COc1ccccc1Cc1c(-c2ccc(Cl)cc2)nc2ccc(Br)cn12
0.1	CCOC(=O)C1(C)CCN1C(=O)c1cccc(C(F)(F)F)c1 (configuration not stated)
-1.5	Cc1ccc(NC(=S)NCc2ccccc2)cc1C
-2.4	CC(C)n1c(NCCc2ccccc2)nc2c1c(=O)n(C)c(=O)n2C
-2.6	CCCCc1ccc(Nc2ncnc3nc[nH]c23)cc1
-1.2	CC(C)N1CCN(C(=O)c2ccc([N+](=O)[O-])cc2)CC1
3.2	CC(=O)Nc1ccc(OC(=O)c2cc3cc(Br)cc(Br)c3oc2=O)cc1
-0.5	O=C1CCC[C@H]2C[C@H](NCc3ccc(Cl)c(Cl)c3)CC[C@]23CCCN13
-1.9	CCN(C[C@H]1N[C@@](CC)(C(=O)OC)[C@H]2C(=O)N(Cc3ccccc3)C(=O)[C@@H]12)C(=O)c1ccc(C(C)(C)C)cc1
1.1	CC(=O)Nc1ccc2c(O)cc(S(=O)(=O)O)cc2c1
4.3	CCOc1ccccc1-n1c(SCC(=O)N(C(C)C)C(C)C)nnc1-c1cccnc1
0.8	CC(C)NC(=O)CN(C(=O)CCC(=O)Nc1nccs1)c1ccc2c(c1)OCO2
0.1	Cc1n[nH]c(C)c1-c1nc2ccccc2[nH]1
-1.7	CCOc1cccc2sc(N(CCN(C)C)C(=O)c3cc4ccccc4cc3OC)nc12
0.9	C/C(=N\O)C(C)NC(=O)c1ccccc1 (configuration not stated)
-2.5	CC(C)(C)c1ccc(C(=O)Nc2cc(Cl)c(Cl)cc2C(=O)O)cc1
-2.8	Cc1ccc(C(=O)N/N=C(/CC(=O)c2cccs2)C(F)(F)F)cc1
-0.1	CCOC(=O)C1=C(C)N(CCCC(=O)O)C(=O)NC1c1ccc(OC)cc1 (configuration not stated)
1.4	CCC(C)(C)n1nnnc1CN1CCSCC1
-1.1	CCC(OC(=O)c1nsc(Cl)c1Cl)C(=O)NCCOC (configuration not stated)
-0.7	NC(N)=Nc1nc(CCN2C(=O)c3ccccc3C2=O)cs1
3.7	O=C(NC(Cc1ccccc1)C(=O)O)/C(=C/c1ccc(Cl)cc1)NC(=O)c1ccccc1 (configuration not stated)
-0.9	CCOC(=O)c1sc2nc(C)nc(N3CCN(S(=O)(=O)c4ccccc4)CC3)c2c1C
-2.0	CC(=O)c1c(C)[nH]c(C(=O)COC(=O)c2cc(S(=O)(=O)N(C)c3ccccc3)ccc2Cl)c1C
4.7	CC1CCN(CC(=O)c2cccs2)CC1
-0.8	CCOC(=O)c1c(-c2ccc(C)cc2)csc1NC(=O)CCN1CC(C)OC(C)C1 (configuration not stated)
2.4	CCCOc1cccc(OCCSc2nc(C)cc(=O)[nH]2)c1
0.4	O=C(O)c1cccc(-c2ccc(/C=N/NC(=O)C3COc4ccccc4O3)o2)c1 (configuration not stated)
-2.2	O=C(COc1ccc(Br)cc1)N1CCc2ccccc21
-1.1	OCC1(c2cc(C(F)(F)F)n[nH]2)CCCCC1
-0.1	CCCOc1ccc(CC(=O)N/N=C\c2ccc(F)cc2)cc1
1.3	COc1cc2c(cc1OC)-c1cc(Nc3ccccc3C)nc(=O)n1CC2
1.8	O=C(C1CCCN(c2nnc(-n3cccc3)s2)C1)N1CCN(c2ccccc2)CC1 (configuration not stated)
-1.9	COCC(C)OC(=O)c1c(N)n(CCCN2CCOCC2)c2nc3ccccc3nc12 (configuration not stated)
14*	N#Cc1c(F)cccc1NCc1cccs1
-0.9	COc1ccccc1C(=O)NCCOc1ccc(C(C)(C)C)cc1
0.5	Brc1ccc(CN2CCCCCC2)cc1
2.3	Cc1ccc(S(=O)(=O)N(CC(O)CN2CCOCC2)c2cccc([N+](=O)[O-])c2)cc1 (configuration not stated)
-1.4	CN(CCOc1ccccc1)S(=O)(=O)c1ccc2oc3ccccc3c2c1

# Shown field by field: four of the compounds above.
SMILES: COCC(C)OC(=O)c1c(N)n(CCCN2CCOCC2)c2nc3ccccc3nc12 (configuration not stated)
  TTR transcr act = -1.9
SMILES: N#Cc1c(F)cccc1NCc1cccs1
  TTR transcr act = 14*
SMILES: COc1ccccc1C(=O)NCCOc1ccc(C(C)(C)C)cc1
  TTR transcr act = -0.9
SMILES: Brc1ccc(CN2CCCCCC2)cc1
  TTR transcr act = 0.5

# Continued:
TTR transcr act	SMILES
-1.5	Cc1cc(C)cc(NC(=O)Cn2cc(C=O)c3ccccc32)c1
-0.5	CC(=O)N(c1nc(CCl)cs1)c1c(C)cc(C)cc1C
-1.6	O=C(NCCc1ccc(Cl)cc1)c1nnc(Cc2ccc(Cl)cc2)o1
1.1	O=C(O)C1(c2ccccc2)CCN(S(=O)(=O)c2ccc(Cl)cc2)CC1
4.0	CCN(CC)c1ccc2c(c1)C(=O)N(C)C2=O
0.0	CCCCN(C(=O)CNC(=O)c1ccco1)C(C(=O)NC1CCCC1)c1ccc(OC)cc1 (configuration not stated)
-0.9	COc1c(C)cccc1C(=O)NCCCNC(=O)c1ccc(C)nc1
0.2	CSc1ccc(CN2CCC(n3nccc3NC(=O)c3ccccc3C)CC2)cc1
0.4	CC(C)(C)c1ccc(C(=O)CS(=O)(=O)c2ccccc2)cc1
-0.8	CC1CCCN(C(=O)c2ccc3c(=O)n(Cc4ccc5c(c4)OCO5)c(=S)[nH]c3c2)C1 (configuration not stated)
0.3	COC(=O)Cc1ccc(NC(=S)NCCO)cc1
-0.4	Cc1ccc(Cl)cc1NC(=O)COC(=O)CC1CCCCC1
5.7	CC(C)Oc1ccc(CN2CCC(n3nccc3NC(=O)c3cccnc3)CC2)cc1
-0.5	CC(=O)c1ccc(NC(=O)c2ccc3c(Cl)c4c(nc3c2)CCCC4)cc1
0.2	Cc1ccccc1CSc1nnc(C)c(=O)[nH]1
0.9	COc1ncnc2c1ncn2CCCNC1CCN(Cc2ccccc2)CC1

# Arranged by SMILES length (falling): 4 of the compounds above
TTR transcr act	SMILES
14*	C[C@H]1CN([C@@H](C)CO)C(=O)CCCn2nncc2CO[C@H]1CN(C)C(=O)c1cc(-c2ccccc2)on1
1.7	CC(C)(C)[C@H]1C=C(C(=O)O)O[C@@H](OCCCCO)C1
-0.5	O=C(COC(=O)c1ccc(OC(F)F)cc1)NCCCN1CCCC1=O
0.3	Clc1ccc(-n2nnc(-c3cccnc3)n2)cc1Cl

# Going on with the list.
TTR transcr act	SMILES
3.2	Nc1ccccc1C(=O)NNC(=O)C(=O)/C=C(\O)c1ccccc1
-1.5	COc1cc(CN(C)Cc2cc(=O)oc3cc(C)c(Cl)cc23)ccc1OC(F)F
3.1	O=C(NCc1ccccc1)c1cc(=O)nc2sc(-c3ccccc3)nn12
-2.3	CC(=O)c1ccc(N2CCN(C(=O)c3ccco3)CC2)c(F)c1
-1.8	NC(=O)CCn1nc(-c2ccc(Cl)cc2)c2ccccc2c1=O
-0.1	CC(=O)OCC(OC(C)=O)C(OC(C)=O)C(OC(C)=O)C(=O)Nc1ccccc1C (configuration not stated)
9.4	COc1cc(/C=N/NC(=O)c2nc(C)cc(C)n2)ccc1O
0.3	O=C(NC(Cc1ccccc1)C(=O)O)NC12CC3CC(CC(C3)C1)C2 (configuration not stated)
0.0	CCN(CC)CC(C)(C)NS(=O)(=O)c1ccc(Cl)cc1
3.1	COCC(=O)Nc1ccc(Nc2ccccc2)cc1
0.6	CSC(=NC#N)N1CCN(c2cccc(Cl)c2)CC1
-1.3	CCOc1ccc(C=NNC(=O)c2cccc3ccccc23)cc1OCC
-1.4	CSC(=NC(C)c1ccccc1)NS(=O)(=O)c1cccs1 (configuration not stated)
-4.3	CCOc1cccc2sc(NC(=O)c3ccc(Br)s3)nc12
-0.5	Cc1cc(NCCCO)n2nc(-c3cccs3)cc2n1
0.0	COc1ccc(/C=C(/NC(=O)c2ccco2)C(=O)N2CCCC2=O)cc1
9.5	Nn1c(SCc2cccc(Br)c2)nnc1-c1ccncc1
2.7	Cc1cc(C=O)c(C)n1-c1cc(C(F)(F)F)ccc1N1CCOCC1
-3.0	O=C(Nc1ccccc1O)c1ccc(C(=O)c2ccccc2)o1
0.7	O=C(Nc1ccccc1Cl)c1cc(C2CCCN(C(=O)c3ccc4c(c3)CCO4)C2)on1 (configuration not stated)
-0.6	COc1cc(C(=O)OC(C)C(=O)Nc2ccc3c(c2)OCO3)ccc1OCc1c(C)noc1C (configuration not stated)
2.8	Cc1ccc(/C=N/n2c(C)nnc2C)o1
-0.7	CC(C)n1nnnc1C1c2ccccc2OCC(=O)N1Cc1cccc(C(F)(F)F)c1 (configuration not stated)
0.8	CCn1nc(C)c(Br)c1-c1nc(-c2ccc(C)cc2)no1
0.7	O=C(COC(=O)Cc1ccc([N+](=O)[O-])cc1)NC1CCCCCC1
0.4	COc1ccccc1-c1nnc(NC(=O)c2ccc3c(c2)OCO3)s1
7.4	CC(C)n1nnnc1SCC(=O)Nc1ccc2c(c1)OCCO2
-2.6	CC(C)OC(=O)C1CC=CCC1C(=O)Nc1ccc(Cl)cc1 (configuration not stated)
-0.2	Cc1cccc(C(=O)O/N=C2\CCS(=O)(=O)c3sccc32)c1
6.9	C=CCNc1nc2c(c(=O)n(C)c(=O)n2C)n1CC
